SR-BI DiI inh – inhibitors of mouse SR-BI mediated HDL lipid uptake; AID 488896; ldlA[mSR-BI] CHO cells, DiI-HDL uptake fluorescence, 3 h; 0.96% of 320,000 active; inhibition, % at 12.5 µM; Q61009;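 active = mean replicate inhibition of at least 70% and a set share of replicates each scoring 70 or more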;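 also: 0% = median of neutral control wells and 100% = median of positive control wells; values of inactives mirror those of a sister screen read the other way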
Target sequence (Q61009 whole entry, looked up): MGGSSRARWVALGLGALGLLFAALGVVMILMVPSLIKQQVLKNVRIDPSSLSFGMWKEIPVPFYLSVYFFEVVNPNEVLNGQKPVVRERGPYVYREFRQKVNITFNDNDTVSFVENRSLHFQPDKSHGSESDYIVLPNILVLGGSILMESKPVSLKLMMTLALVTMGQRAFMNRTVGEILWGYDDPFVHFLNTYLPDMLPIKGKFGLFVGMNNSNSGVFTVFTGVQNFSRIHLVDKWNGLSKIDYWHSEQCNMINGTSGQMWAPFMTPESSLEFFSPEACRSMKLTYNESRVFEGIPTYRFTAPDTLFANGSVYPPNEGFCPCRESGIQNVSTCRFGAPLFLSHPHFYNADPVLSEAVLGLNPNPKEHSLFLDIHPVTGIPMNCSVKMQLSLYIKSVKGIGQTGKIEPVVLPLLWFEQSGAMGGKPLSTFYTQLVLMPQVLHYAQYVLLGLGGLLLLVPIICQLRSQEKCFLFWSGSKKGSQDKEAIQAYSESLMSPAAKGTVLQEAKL
Wnt act – activators of Wnt/beta-catenin signaling; Wnt/beta-catenin reporter cell assay, activator, plate reader; activation, % at 9.35 µM; 1.2% of 300,000 active; AID 743398; in the data active = activation above about 30%, passing the limit was not always enough;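 also: 0% = neutral control wells and 100% = positive control wells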
CAL PDZ FP-1 – inhibitors of human CAL PDZ peptide binding; purified CAL PDZ, TMR-peptide fluorescence polarization, 1 h; Q9HD26; 0.02% of 330,000 active; AID 504414; inhibition, % at 20 µM;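 active = highest replicate inhibition of at least 40%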;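 also: plate controls were DMSO neutral control wells for no effect and unlabeled competitor peptide control wells for full effect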
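System: tagged CAL PDZ domain. Schedule: 1 h room-temperature incubation prior to read. Signal: fluorescence polarization (mP). Measure: percent inhibition from loss of millipolarization.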
MITF act – activators of MITF-driven TRPM1 promoter activity in SK-MEL-5 cells | SK-MEL-5 TRPM1-promoter luciferase, 24 h; % of positive control, neutral wells = 0 | activation, % at 12.5 µM | 0.75% of 300,000 active | AID 588334;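 active = mean activation of at least 80% with every replicate also reaching 80%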;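 also: 0% = neutral control wells and 100% = parthenolide positive control wells; values of inactives mirror those of a sister screen read the other way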
CAL PDZ FP-2 – CAL PDZ (human) peptide binding inhibition; Q9HD26; inhibition, % at 24.9 µM; AID 602252; 0.92% of 300,000 active; purified CAL PDZ, TMR-peptide fluorescence polarization, 1 h;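 active = mean inhibition of at least 30% with at least half of replicates also reaching 30%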;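 also: 0% = DMSO neutral control and 100% = excess unlabeled competitor peptide PRC23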
Tat transport – inhibitors of E. coli Tat protein transport. E. coli MC4100 TorA-mCherry Tat export, fluorescence. inhibition, % at 10 µM. 0.036% of 340,000 active. AID 488895;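 active = mean replicate inhibition at least 50% and at least half of replicates individually reaching 50%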;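 also: exported cargo escapes ClpAP degradation while cytoplasmic cargo is degraded and loses fluorescence; 0% = median of neutral control wells and 100% = median of NaSCN control wells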
SR-BI uptake up – activators of SR-BI mediated HDL lipid uptake | AID 504775 | activation, % at 12.5 µM | CHO ldlA[mSR-BI] cells, DiI-HDL uptake fluorescence, 3 h; 100 = double the neutral-control signal | 0.096% of 320,000 active;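 active = mean replicate activation of at least 60% and every replicate at or above 60%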;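 also: 0% = median plate neutral-control signal and 100% = twice that signal; values of inactives mirror those of a sister screen read the other way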
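Material: SR-BI-overexpressing, LDLR-lacking CHO cells | Dosing: Single compound concentration, delivered by pin transfer | Probe or stimulus: Labelled HDL, 10 µg/mL | Signal: Bottom-read cell fluorescence after medium removal, ex 550/em 595 nm | Schedule: 3 h, 37 °C | Evaluation: HDL uptake via cellular fluorescence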
phage Ecoli inh – E. coli growth loss with phage present | growth absorbance | inhibition, % at 11.9 µM | 0.26% of 360,000 active | AID 651602; in the data active = inhibition above about 11%
E coli growth – bacterial growth inhibition, counter-screen for AddAB inhibitors | E. coli V3065 growth, OD600 absorbance, 18 h | inhibition, % at 11.9 µM | 0.27% of 330,000 active | AID 449728;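 active = inhibition above the campaign's mean inhibition across all tested compounds plus 3 SD, cut at about 9.9% in these data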;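 also: uninfected addAB+ strain grown without phage in ampicillin broth; 0% = DMSO wells and 100% = ciprofloxacin 0.95 µg/ml wells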
AddAB inh – less growth of phage-infected E. coli with AddAB; E. coli expressing H. pylori AddAB, absorbance growth; inhibition, % at 11.9 µM; 0.29% of 330,000 active; in the data active = inhibition above about 12%;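 also: 0% = vehicle wells of infected cells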
* = called active by the depositor; x = not tested or not shown; & = joins results of further samples.

SMILES | SR-BI DiI inh | Wnt act | CAL PDZ FP-1 | MITF act | CAL PDZ FP-2 | Tat transport | SR-BI uptake up | phage Ecoli inh | E coli growth | AddAB inh
Brc1ccc(COc2cccc3cccnc23)cc1 | x | 12 | x | x | x | x | x | 0.5 | 0.8 | -1.2
CCOc1ccc(C(=O)NCCN2CCCC2)cc1 | -10 | 0 | -2.5 | 4 | -1 | -1 | 10 | 1.5 | -0.3 | -1.8
CS(=O)(=O)c1ccc(NC(=O)CCN2C(=O)C3CC=CCC3C2=O)cc1 (centres undefined) | -12 | -2 | -1.1 | -5 | -3 | -5 | 12 | 1.9 | 1.6 | 1.2
Cc1ccn2c(NCc3ccccc3)c(-c3cccc(SC4CCCCC4)c3)nc2c1 | 31 | 6&0 | 0.5 | 4 | -1 | 9 | -31 | 3.3&0.0 | 1.8 | 0.2
COC(=O)c1ccc2[nH]c(C)c(CN3CCCC3)c(=O)c2c1 | -3 | x | -0.6 | -5 | x | -5 | 3 | 0.8 | x | x
Cc1cc(NC(=O)C2CC(c3cccc(Br)c3)=NO2)no1 (centres undefined) | -6 | -3 | -1.9 | -4 | -4 | -2 | 6 | 2.0 | -1.3 | 2.4
c1ccc(C2=NCCCN2)cc1 | -28 | 1 | -1.8 | -7 | -2 | -7 | 28 | 1.1 | 2.0 | -0.5
COc1ccc(N2CC(O)=C(c3nc(-c4ccc(F)cc4)cs3)C2=N)cc1 | 7 | -1 | -2.8 | -11 | -6 | -8 | -7 | 1.7 | -0.6 | 3.1
Cc1nc2cc(-c3ccc(Cl)cc3)nn2c(C)c1CCC(=O)NC(C)c1ccc2c(c1)OCCO2 (centres undefined) | 62 | -1 | -2.8 | -50 | x | -4 | -62 | 3.1 | -3.8 | -0.1
CCOC(=O)N1CCN(S(=O)(=O)c2ccc(C(=O)N(CCN(C)C)c3nc4ccc(CC)cc4s3)cc2)CC1 | -3 | 24 | 0.3 | 20 | 0 | -14 | 3 | 0.4 | -1.2 | 1.1

Three of the entries above in order of their number in CAL PDZ FP-2, smallest number first.
canonical_smiles,CAL PDZ FP-2
COc1ccc(N2CC(O)=C(c3nc(-c4ccc(F)cc4)cs3)C2=N)cc1,-6
Cc1cc(NC(=O)C2CC(c3cccc(Br)c3)=NO2)no1 (centres undefined),-4
Cc1ccn2c(NCc3ccccc3)c(-c3cccc(SC4CCCCC4)c3)nc2c1,-1

Next entries follow:
SMILES | SR-BI DiI inh | Wnt act | CAL PDZ FP-1 | MITF act | CAL PDZ FP-2 | Tat transport | SR-BI uptake up | phage Ecoli inh | E coli growth | AddAB inh
Cc1ccc(NC(=O)c2ccc3nc[nH]c3c2)nc1 | 15 | 26 | -0.6 | 28 | -5 | 3 | -15 | -3.7 | -2.8 | -0.1
CCC(C)CCN1C(N(C)C)=NC[C@@H]1Cc1ccccc1 (some centres undefined) | -26 | -4 | 0.7 | 2 | -1 | 9 | 26 | 2.0 | -0.5 | 3.1
CC(C)c1ccc(NC(=O)COC(=O)CCC(=O)c2cccs2)cc1 | -34 | -1 | -0.3 | 8 | -2 | -2 | 34 | 1.1 | -2.3 | -0.8
CCOc1ccccc1C1NC(=O)c2ccccc2O1 (centres undefined) | 52 | -1 | x | 1 | -3 | -7 | -52 | -1.0 | -1.3 | 1.0
O=C(O)CC(NC(=O)c1ccc2c(c1)OCO2)c1cccc([N+](=O)[O-])c1 (centres undefined) | -5 | -1 | -0.4 | -10 | -1 | -6 | 5 | 1.2 | 6.5 | 10
CCOC(=O)N1CCN(C(=O)c2cc(C)no2)CC1 | -10 | 0 | 0.2 | 3 | x | 11 | 10 | 2.4 | 0.7 | -0.5
c1ccc(CSCCc2ccncc2)cc1 | -23 | x | -0.9 | 9 | 2 | 0 | 23 | 2.0 | -0.5 | 0.2
COc1ccc(/C(CC2(O)C(=O)Nc3ccccc32)=N\O)cc1 (centres undefined) | -6 | -2 | 0.6 | 3 | 0 | -8 | 6 | 1.5 | -0.1 | -1.6
CCN(Cc1ccccc1)c1ccc(/C=N/NS(=O)(=O)c2ccc(C)c([N+](=O)[O-])c2)cc1 | 0 | -3 | -1.7 | 0 | -2 | -2 | 0 | 3.0 | -2.1 | 3.2
S=C(Nc1ccc(OCc2ccccc2)cc1)Nc1cccc(Cl)c1Cl | -39 | -4 | 0.5 | 16 | -6 | -5 | 39 | -0.5 | -0.7 | 1.3

In another format: results already given
SMILES,SR-BI DiI inh,Wnt act,CAL PDZ FP-1,MITF act,CAL PDZ FP-2,Tat transport,SR-BI uptake up,phage Ecoli inh,E coli growth,AddAB inh
Cc1ccc(NC(=O)c2ccc3nc[nH]c3c2)nc1,15,26,-0.6,28,-5,3,-15,-3.7,-2.8,-0.1
CCC(C)CCN1C(N(C)C)=NC[C@@H]1Cc1ccccc1 (some centres undefined),-26,-4,0.7,2,-1,9,26,2.0,-0.5,3.1
c1ccc(CSCCc2ccncc2)cc1,-23,x,-0.9,9,2,0,23,2.0,-0.5,0.2

Other structures.
SMILES | SR-BI DiI inh | Wnt act | CAL PDZ FP-1 | MITF act | CAL PDZ FP-2 | Tat transport | SR-BI uptake up | phage Ecoli inh | E coli growth | AddAB inh
[O-]/[N+](=C/c1cccnc1)c1ccc(Br)cc1 | -4 | -2 | -1.2 | 32 | -2 | -2 | 4 | 3.6 | 1.3 | 2.9
CCOC(=O)C1=C(COC(=O)c2cc(Br)c(Br)s2)NC(=O)NC1C (centres undefined) | 7 | 1 | -2.2 | 1 | -1 | 5 | -7 | 2.6 | -0.4 | -1.0
O=C1C2ON(c3ccccc3)C(c3ccccc3F)C2C(=O)N1c1ccccc1 (centres undefined) | 0 | x | 0.2 | -6 | -1 | -9 | 0 | 2.3 | -2.6 | 1.0
CCOc1ccc(S(=O)(=O)N2CCOCC2)cc1NC(=O)CSCC(=O)Nc1cccc(C)c1 | 2 | -3 | -2.3 | -3 | -5 | 4 | -2 | 1.1 | 1.0 | -0.3
Cc1cc(N2CCN(c3ccccc3)CC2)nc(N2CCOCC2)n1 | x | 0 | -1.5 | 5 | -2 | -9 | x | 0.5 | -1.1 | -0.1
COc1ccc(Cn2c(CCC(=O)Nc3ccc(C)c(C)c3)nc3cccnc32)cc1 | 25 | x | -2.2 | x | 1 | 1 | -25 | 0.1 | -1.4 | -0.8
Fc1ccc(F)c(C2=NNC(=NCC3CCCO3)SC2)c1 (centres undefined) | x | 5 | -1.9 | -5 | 2 | -3 | x | 3.4 | 0.8 | 6.2
CCOc1ccccc1/C=C/c1onc(C)c1S(=O)(=O)N1CCC(C(=O)NC(C)C)CC1 | 51 | 0 | 0.1 | 2 | -8 | -9 | -51 | 2.5 | -1.0 | 2.0
O=C(COc1ccc(S(=O)(=O)N2CCCC2)cc1)Nc1ccc2c(c1)OCCO2 | 7 | -2 | -0.3 | -4 | -1 | -1 | -7 | 5.0 | -0.6 | -0.1
CCC(C(=O)N1CCN(c2ccccc2OC)CC1)c1ccccc1 (centres undefined) | -8 | -1 | -1.3 | -5 | 1 | 5 | 8 | 0.4 | 2.3 | 3.7
CCOC(=O)C1CCCN(S(=O)(=O)c2cccc3cccnc23)C1 (centres undefined) | -4 | -1 | -0.5 | -7 | 0 | 9 | x | 3.5 | 0.9 | 1.1
CC(NC(=O)NC(=O)c1ccc(Cl)cc1)c1ccccc1 (centres undefined) | -5 | 0 | -1.6 | 4 | -5 | -1 | x | 0.4 | -1.2 | 0.4
CCOc1ccc(C(C(=O)NCC2CCCO2)N(C(=O)c2snc(C(N)=O)c2N)c2cccc(F)c2)cc1 (centres undefined) | -15 | 1 | -1.0 | 0 | -8 | 6 | 15 | 1.3 | -3.8 | 1.3
COc1ccc(/C=C/c2nc(S(=O)(=O)c3ccccc3)c(NCCCN(C)C)o2)cc1OC | -36 | -2 | -2.3 | 10 | -3 | -3 | 36 | 2.7 | -1.4 | 1.5
COc1ccc(NC(=O)CC2Oc3ccc(C)cc3NC2=O)cc1 (centres undefined) | 5 | -5 | -1.0 | -16 | x | -8 | -5 | 2.7 | 0.2 | 3.3
CCc1ccc(S(=O)(=O)N2c3ccc(C)cc3C3CN(C)CCC32)cc1 (centres undefined) | -19 | -2 | -1.3 | 18 | 2 | -3 | 19 | 6.7 | -0.2 | 0.4
COc1cc(C(=O)c2ccccc2)c([N+](=O)[O-])cc1OC | x | 4 | x | x | x | x | x | 0.4 | -0.5 | 1.9
O=C(N/N=C/c1ccc[nH]1)c1ccc2c(c1)OCO2 | 5 | 2 | -2.3 | 45 | 4 | 2 | -5 | 1.9 | 1.1 | -0.7
Cc1cc(C(=O)COC(=O)C2=NNC(=O)CC2)c(C)n1CCc1ccccc1 | 22 | -1 | -2.2 | -5 | -1 | -1 | -22 | 2.6 | 1.3 | 0.5
Cc1cccc2c1NC(=O)C2=O | -20 | -2 | 0.7 | 5 | 0 | -17 | 20 | 2.4 | x | x
O=C(CSc1nc2ccccc2c(=O)n1NC(=O)Cc1ccccc1)NCCc1ccccc1 | -15 | x | -0.4 | -18 | -3 | 2 | 15 | 4.2 | -2.4 | 0.0
N#Cc1ccc[n+](CC(=O)c2ccc(Cl)cc2)c1 | 12 | -2 | 0.3 | -2 | x | -3 | -12 | 0.2 | -1.2 | 2.3
COc1ccccc1NC(=O)C(=O)N1N=C(C(C)C)CC1(O)C(F)(F)F (centres undefined) | -23 | x | -0.2 | -5 | -2 | -5 | 23 | -0.2 | -1.6 | 6.5
COc1cc(C(=O)N2CCN(C(=O)C3CC3)CC2)cc(OC)c1OC | -22 | -2 | -0.7 | 7 | 4 | -14 | 22 | 2.7 | -1.2 | 3.6
O=C(Nc1ccncc1)Nc1cccc(C(F)(F)F)c1 | 0 | 0 | -4.8 | 12 | -9 | 0 | 0 | 7.5 | 1.2 | -0.2
Cc1ccc(NC(=O)c2nc[nH]c2C(=O)N2CCN(C(=O)OC(C)(C)C)CC2)cc1 | 12 | -6 | -0.4 | 7 | 3 | -17 | -12 | 1.1 | 0.1 | -0.7
OCC1(Cc2ccccc2)CCCN(Cc2ccc(-c3ccco3)cc2)C1 (centres undefined) | 6 | -1 | 4.5 | 12 | 4 | -6 | -6 | 1.5 | -1.7 | 4.5
O=C(c1ccccc1)c1c[nH]c(C(=O)NNc2ccccc2)c1 | -4 | 1 | x | -3 | 3 | -5 | 4 | 2.3 | 0.8 | -1.0
CCOC(=O)N1CCN(c2cc(C)nc3nc(C)nn23)CC1 | -15 | 3 | -0.4 | 8 | 0 | 3 | 15 | 2.3 | 1.9 | 3.2
Cc1ccccc1NC(=O)OCc1ccccc1 | 5 | 7 | 0.3 | x | -7 | -1 | -5 | 0.2 | 0.8 | 0.3
Cc1ccc(-c2nnc(SCC(=O)NC3CC3)o2)cc1 | -6 | 7 | -1.3 | 14 | -18 | -4 | 6 | 3.6 | 1.0 | -1.0
CC(=O)Nc1cccc(C(=O)N(CCc2ccccc2)Cc2ccccc2)c1 | 5 | 1 | -0.3 | 4 | -5 | 3 | -5 | 2.1 | x | x
N#CC1(NC(=O)COC(=O)c2ccc(Cl)nc2)CCCCC1 | 2 | 3 | -2.3 | 2 | 23 | -6 | -2 | 2.6 | -0.2 | -0.5
CC(C)c1ccc(NC(=O)COc2nnc(-c3cccs3)c(-c3cccs3)n2)cc1 | 12 | -2 | -1.3 | 8 | -3 | 1 | -12 | 4.8 | -1.1 | 0.7
